UBC13 inh: human UBC13 polyubiquitination inhibition | 330,000 compounds, 0.47% hits | UBC13 polyubiquitin chain formation, TR-FRET | inhibition, % at 20 µM | AID 485273 | P61088; in the data active means inhibition above about 45%, passing the limit was not always enough
PfG6PD inh: PfG6PD (Plasmodium falciparum) enzyme inhibition | PfGluPho enzyme, NADPH resazurin-diaphorase fluorescence | inhibition, % at 20 µM | 350,000 compounds, 0.78% hits | AID 504690;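 active means inhibition reaching at least a set limit at 20 µM in the primary screen, cut at about 59% in these data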;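 further: 0% = DMSO wells with substrate and 100% = DMSO wells lacking glucose-6-phosphate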
SENP8 block-1: SENP8 protease inhibition | purified SENP8, Z-RLRGG-aminoluciferin cleavage, luminescence | 330,000 compounds, 1.2% hits | inhibition, % at 10 µM | AID 2540; in the data active means inhibition above about 50%
HKDC1 inhibitor: inhibitors of human hexokinase HKDC1. recombinant HKDC1, G6PDH/diaphorase resazurin coupled fluorescence. inhibition, % at 20 µM. 340,000 compounds, 0.16% hits. AID 493160;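 active means inhibition above about 35% when tested at 20 µM, limit read from the data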;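 further: plate controls were DMSO wells with enzyme for no effect and DMSO wells lacking enzyme for full effect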
Target sequence (Q2TB90 whole entry, looked up): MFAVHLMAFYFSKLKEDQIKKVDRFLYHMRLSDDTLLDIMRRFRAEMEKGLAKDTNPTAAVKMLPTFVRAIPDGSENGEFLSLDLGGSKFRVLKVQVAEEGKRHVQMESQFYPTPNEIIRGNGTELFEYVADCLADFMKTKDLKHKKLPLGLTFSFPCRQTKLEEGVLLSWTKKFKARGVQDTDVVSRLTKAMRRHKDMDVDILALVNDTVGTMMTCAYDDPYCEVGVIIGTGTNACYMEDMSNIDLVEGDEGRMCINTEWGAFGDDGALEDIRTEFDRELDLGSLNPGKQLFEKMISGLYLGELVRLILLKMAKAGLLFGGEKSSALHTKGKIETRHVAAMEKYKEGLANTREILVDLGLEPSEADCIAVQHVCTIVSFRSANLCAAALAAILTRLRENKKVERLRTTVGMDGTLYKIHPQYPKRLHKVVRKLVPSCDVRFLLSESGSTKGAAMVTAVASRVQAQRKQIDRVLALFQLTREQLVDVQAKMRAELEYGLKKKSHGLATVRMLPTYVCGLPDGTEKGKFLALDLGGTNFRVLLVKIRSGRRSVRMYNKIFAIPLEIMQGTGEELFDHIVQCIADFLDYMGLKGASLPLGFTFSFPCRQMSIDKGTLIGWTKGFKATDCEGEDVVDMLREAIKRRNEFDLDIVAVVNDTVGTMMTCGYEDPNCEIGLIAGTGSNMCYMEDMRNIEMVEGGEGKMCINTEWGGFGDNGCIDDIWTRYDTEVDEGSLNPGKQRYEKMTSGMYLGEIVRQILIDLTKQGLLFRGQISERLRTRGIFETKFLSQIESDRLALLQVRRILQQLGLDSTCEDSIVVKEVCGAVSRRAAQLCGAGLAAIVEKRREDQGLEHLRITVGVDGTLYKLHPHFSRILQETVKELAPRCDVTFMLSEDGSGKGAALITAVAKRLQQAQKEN
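Material: recombinant HKDC1 hexokinase; Amount: HKDC1 at 5 µg/mL; Medium: Tris pH 8.0 buffer with MgCl2, Tween-20, BSA, BME; Schedule: 90 min reaction incubation at room temperature, dark; Technique: coupled resazurin fluorescence, excitation 525 nm, emission 613 nm.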
SENP8 block-2: SENP8 (human) protease inhibition. Q96LD8. recombinant SENP8, Nedd8 substrate fluorescence. inhibition, % at 20 µM. 360,000 compounds, 0.64% hits. AID 602440; in the data active means inhibition mostly above about 40%, no sharp cut-off; inactive means mostly below about 27%
SENP7 block: SENP7 protease inhibition; Q9BQF6; recombinant SENP7, Z-RLRGG-aminoluciferin luminescence, 40 min; inhibition, % at 5 µM; 330,000 compounds, 1.5% hits;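 active means inhibition above about 50% at the single test dose, limit read from the data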;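 further: plate controls were DMSO with enzyme for no effect and no enzyme buffer wells for full effect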
SENP1 FRET inh: inhibitors of human SENP1 SUMO protease catalytic domain | inhibition, % at 10 µM | Q9P0U3 | 360,000 compounds, 0.21% hits | recombinant SENP1 catalytic domain, CyPet-SUMO1-YPet FRET cleavage;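 active means inhibition at least 30% at 10 µM, raw YFP signal under a set limit, fluorescence ratio 0.5 to 1.5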;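 further: 0% = enzyme with DMSO and 100% = no enzyme wells; some results filed as inactive read as strong as hits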
Target sequence (Q9P0U3 419-644 limits assumed): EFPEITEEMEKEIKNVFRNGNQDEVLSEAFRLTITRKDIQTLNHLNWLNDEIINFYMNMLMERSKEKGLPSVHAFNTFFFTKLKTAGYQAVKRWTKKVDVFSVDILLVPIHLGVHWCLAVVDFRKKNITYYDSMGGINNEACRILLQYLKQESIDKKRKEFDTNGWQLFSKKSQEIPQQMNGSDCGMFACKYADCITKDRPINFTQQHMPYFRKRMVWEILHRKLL
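Test system: hSENP1 catalytic domain, recombinant; Amount: 20 pM final SENP1 enzyme; Medium: Tris pH 8 buffer plus EDTA, NaCl, BME, BSA, NP40, catalase; Schedule: 50 min enzyme reaction, room temperature, light-protected; Technique: FRET fluorescence in CFP and YFP emission channels; Controls: no-enzyme wells low, DMSO-plus-enzyme wells high control.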
beta cell repl: induces beta-cell replication in MIN6 cells; proliferation, % at 10 µM; 330,000 compounds, 0.29% hits; MIN6 cells proliferation, ATPlite luminescence, 48 h; cells starved in 0.2% serum; 100% = growth in 10% serum;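 active means compounds whose signal lies at least 3.5 SD above the mean of all wells on their plate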;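 further: 0% = DMSO-treated cells in low-serum medium and 100% = 10% serum control; some compounds called inactive have numbers as strong as hits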
SENP6 inh: blocks the human protease SENP6; Q9GZR1; Recombinant SENP6 catalytic domain, aminoluciferin luminescence; inhibition, % at 10 µM; 330,000 compounds, 1.8% hits;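 active means inhibition above about 50% at the single tested dose, limit read from the data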;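 further: plate controls were DMSO wells with enzyme for no effect and DMSO wells lacking enzyme for full effect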
* hit, by the source's call; / = no result given.

SMILES	UBC13 inh	PfG6PD inh	SENP8 block-1	HKDC1 inhibitor	SENP8 block-2	SENP7 block	SENP1 FRET inh	beta cell repl	SENP6 inh
CCCN(CCC)C(C)C(=O)NCC1(c2ccccc2)CCCC1 (stereo not drawn)	12.0	-2.4	6.0	-7.7	13.4	6.9	-1.3	-2.2	-8.8
CCn1c(CSCc2ccc(Cl)cc2)n[nH]c1=S	5.8	19.0	2.1	-4.0	-6.3	7.4	1.3	-2.8	-11.4
CCn1c(SCC(=O)Nc2cc(C)on2)nnc1-c1cccnc1	7.3	-1.8	-3.3	-7.9	9.9	0.7	0.8	-3.0	-1.9
Cc1cc(C[n+]2cc(Cl)ccc2N)c2ncccc2c1	-13.4	-8.2	-11.3	-8.8	23.8	-0.7	0.3	-4.0	-13.8
CN(C(=O)Nc1ccccc1)C1CCCc2ccccc21 (stereo not drawn)	3.9	-6.4	-5.2	-3.9	11.1	-7.5	0.8	8.3	0.3
O=c1cc2c(nn1Cc1ccccc1)-c1ccccc1CC2	19.5	-8.3	4.9	-3.6	0.7	-5.9	0.5	3.3	10.5
COc1ccc(C)cc1NC(=O)C/C(C)=N/NC(=O)Cc1cccc2ccccc12	3.3	12.0	-2.9	-3.9	7.8	11.0	1.1	0.0	-17.6
O=C(/C=C/Nc1ccccc1F)c1ccc(Br)cc1	/	6.5	/	-6.4	-51.0	/	-43.0	/	/
O=C(N/N=C/c1cccs1)c1cncc(Br)c1	-31.1	6.5	-10.4	-11.6	8.7	-4.5	2.9	2.1	-5.9
Cc1ccc(N=C(NOCc2ccc(Cl)cc2Cl)c2nonc2N)c(C)c1	2.6	29.4	-1.1	-2.5	9.6	9.9	0.2	-4.4	-5.4
Cc1ccc(CNC(=O)CN(c2cccc([N+](=O)[O-])c2)S(=O)(=O)c2ccccc2)cc1	16.9	7.7	-5.0	-6.3	15.3	-4.1	1.8	-2.0	-1.3
COc1ccc2c(c1)nc(SCC(O)c1ccccc1)n2C (stereo not drawn)	13.6	8.6	-3.6	-8.4	21.9	-9.0	-1.1	3.6	11.3

In the list so far, these contain four or more nitrogen atoms:
SMILES	UBC13 inh	PfG6PD inh	SENP8 block-1	HKDC1 inhibitor	SENP8 block-2	SENP7 block	SENP1 FRET inh	beta cell repl	SENP6 inh
CCn1c(SCC(=O)Nc2cc(C)on2)nnc1-c1cccnc1	7.3	-1.8	-3.3	-7.9	9.9	0.7	0.8	-3.0	-1.9
Cc1ccc(N=C(NOCc2ccc(Cl)cc2Cl)c2nonc2N)c(C)c1	2.6	29.4	-1.1	-2.5	9.6	9.9	0.2	-4.4	-5.4

The list continues:
SMILES	UBC13 inh	PfG6PD inh	SENP8 block-1	HKDC1 inhibitor	SENP8 block-2	SENP7 block	SENP1 FRET inh	beta cell repl	SENP6 inh
CCNc1nc(Cl)nc(NC2CCCCC2)n1	8.3	16.6	-1.8	-7.2	7.3	3.3	2.2	1.6	3.3
Nc1nc(C23CC4CC(CC(C4)C2)C3)[nH]c(=O)n1	-2.1	-10.5	-0.5	-1.0	39.0	0.9	4.4	2.2	-32.6
CCC(C)NC(=O)CO/N=C/c1ccccc1OC(F)F (stereo not drawn)	-8.9	-19.0	-8.9	-5.1	38.8	-28.8	1.7	-1.5	-13.2
Cc1c(S(=O)(=O)N2CCN(C(c3ccccc3)c3ccccc3)CC2)c(=O)n(C)c(=O)n1C	-0.6	-4.8	-8.5	2.7	5.3	-7.6	-1.0	-3.4	9.8
CCCCC(=O)NNC(=S)NC(=O)c1ccc([N+](=O)[O-])cc1	-31.2	18.2	-7.6	-8.3	13.8	-1.3	-0.4	-2.2	-25.3
CCCOC(=O)CSC1=C(C#N)C(c2ccc3c(c2)OCO3)CC(=O)N1 (stereo not drawn)	7.1	-4.3	4.7	-1.9	11.8	4.1	-1.0	0.1	6.1
CN(c1ccc([N+](=O)[O-])cc1/C=N/NC(=O)COc1ccccc1)C1CCCCC1	-22.7	3.6	-4.7	11.7	6.8	1.1	-28.4	0.0	-22.1
COCc1cc(CN2CCN(Cc3ccsc3)C(CCO)C2)ccc1OC (stereo not drawn)	-22.0	1.5	-6.3	-12.1	1.6	-12.7	-0.7	0.3	-7.9
N#CC1=C(S)N(c2ccccc2)C(c2ccc(-c3ccccc3Cl)o2)NC1=O (stereo not drawn)	-0.9	27.5	2.9	31.9	-15.7	6.0	-9.8	0.0	11.8
Cc1cccc(-n2nnc3c(=O)n(Cc4ccccn4)cnc32)c1	1.8	-9.4	2.0	-3.5	4.4	0.1	0.6	1.2	17.0
O=C(CN1CCN(c2ccc(F)cc2)CC1)Nc1ccccc1Br	10.9	6.8	0.5	4.7	17.5	1.9	-0.3	-3.7	11.0
O=C(CCCN1C(=O)c2cccc3cccc(c23)C1=O)N1CCN(c2ccccc2)CC1	-5.4	1.4	-2.9	-0.5	-57.8	-10.5	6.7	0.5	-14.4
O=C(Nc1ccccc1)Nc1ccc2ncoc2c1	-3.1	5.1	25.2	-1.1	-9.8	62.5*	2.1	-0.9	-0.5
Clc1ccc(OCCCN2CCCCC2)c(Br)c1	18.8	9.5	-1.5	-10.2	2.8	3.4	-1.7	2.1	2.0
CCc1ccc2nc(NC(=O)CCCc3cccs3)sc2c1	-20.4	2.7	-13.3	-1.1	12.9	-6.4	1.7	-2.3	-25.5
O=c1oc2cc(Oc3ccc(C(F)(F)F)cc3[N+](=O)[O-])ccc2c2c1CCCC2	2.1	1.7	18.6	-7.4	-75.0	-0.5	-63.2	-5.0	28.1
OC(COCc1ccc(Cl)cc1)CN1CCc2ccccc2C1 (stereo not drawn)	4.2	10.0	-3.5	-11.0	20.7	3.7	2.7	-1.6	1.5
C(=C\c1ccccc1)/C=N/N1CCN(c2ccccn2)CC1	-3.1	20.9	40.2	4.8	18.2	56.4*	1.5	-1.5	74.1*
CCn1nc(C(=O)OCC(=O)NCC(C)C)c2ccccc2c1=O	1.1	9.5	2.6	-7.8	5.1	-1.4	1.0	-1.3	8.1
O=C(Nc1ccc2c(c1)OCCO2)C1CCCN(S(=O)(=O)Cc2ccccc2)C1 (stereo not drawn)	2.7	14.4	-2.4	3.5	13.7	3.2	1.0	2.8	-7.2
Cc1cc(NC(=O)COC(=O)CCNS(=O)(=O)c2cccc(C(F)(F)F)c2)no1	-3.8	13.3	5.4	-12.6	11.3	-2.1	1.2	-1.3	-7.8
COc1ccc(C(=O)Nc2cccc(/C(C)=N\NC(=O)c3ccoc3C)c2)cc1OC	15.0	3.9	-3.3	2.8	0.5	0.6	-0.1	-1.8	-4.6
S=C(Nc1ccccc1)Nc1cccc(Br)c1	-10.6	6.6	-13.4	-7.0	13.5	-9.3	0.6	-3.7	-7.8
O=c1oc(-c2cccc(C(F)(F)F)c2)nn1-c1ccc(C(F)(F)F)cn1	5.4	11.3	0.4	-1.2	20.1	-3.0	1.6	-0.3	-14.6
COc1ccc(-n2nnc3c(=O)n(CC(=O)N4CCCCC4)cnc32)cc1	2.1	17.9	1.1	-5.0	-38.5	4.8	2.0	0.3	-4.4
CCOC(=O)/C(C#N)=C/c1cn(CCC(=O)O)nc1-c1cccc(Cl)c1	11.7	-47.0	-2.6	3.7	17.1	-7.0	2.2	0.0	-4.9
CNC(=S)N(CCO)Cc1cc2cc3c(cc2[nH]c1=O)OCO3	4.3	21.8	6.5	0.5	-306.5	-4.3	6.8	-3.3	9.0
CCN(CC(=O)Nc1c(F)cccc1F)C(=O)CCc1nc2sc3c(c2c(=O)[nH]1)CCCC3	1.8	-9.4	7.0	-0.5	-48.6	-7.0	-24.3	-1.2	2.8
Cc1ccc(NC(=O)CN(C)C(=O)c2ccc(NC(=O)CC3SC(N4CCCC4)=NC3=O)cc2)cc1 (stereo not drawn)	0.0	1.0	0.4	4.0	20.2	1.3	1.2	2.0	5.8
Cc1ccsc1C(=O)OCC(=O)N1CCOCC1	2.3	-6.3	-9.9	-4.0	13.7	11.9	-0.9	-1.1	-3.8
Cc1ccccc1Nc1nc(N)nc(COC(=O)c2cccn2C)n1	12.3	-5.7	-10.8	-2.7	22.8	2.0	-5.3	1.7	-0.1
CC(=O)NC1(C(F)(F)F)N=C(c2ccccc2)NC1=O (stereo not drawn)	5.1	9.2	6.8	-11.3	12.3	9.3	1.1	0.0	1.4
O=C(O)CN1C(=O)C(=O)N(Cc2ccc(Cl)cc2Cl)C1=O	2.3	-6.6	8.5	-2.3	12.8	6.2	2.0	-0.8	1.4
O=C(NCc1ccco1)C(C(=O)c1ccccc1)n1ccccc1=O (stereo not drawn)	-1.8	-7.8	0.2	-4.0	-48.7	-2.1	1.1	-0.1	6.1
CCN(CC(=O)NCc1ccc(Cl)cc1)C(=O)CNS(=O)(=O)c1ccc(NC(C)=O)cc1	7.1	-14.0	0.8	-0.8	1.3	4.9	2.3	1.8	0.9
CCOC(=O)c1c(C)[nH]c(C(=O)OCC(=O)NC(C)C)c1C	13.0	-5.3	6.5	-12.2	5.6	18.3	0.2	4.9	7.1
CCCCNC(=O)NNC(=O)C1CC1(c1ccccc1)c1ccccc1 (stereo not drawn)	-1.8	-9.1	-8.3	4.2	10.0	-4.1	1.4	-0.9	5.3
COC(=O)c1cc2c(s1)-c1ccc(OC)cc1CC2	13.8	8.3	-7.9	-0.5	-461.9	13.2	-3.6	1.4	-18.2
Cc1nn(CCc2n[nH]c(=S)n2-c2ccc(F)cc2)c(C)c1[N+](=O)[O-]	-1.6	33.0	-0.6	-9.4	11.7	-4.3	4.8	-1.9	-7.8
O=c1cc(CO)occ1OCc1cccc(F)c1	-1.2	2.3	0.5	-3.1	12.9	-8.4	3.1	-1.6	-5.8
CCOC(=O)[C@@H]1[C@H]2COc3ccc(Br)cc3[C@@H]2N2C(=O)N(c3cccc(F)c3)C(=O)[C@@]12C	-0.1	12.0	-8.4	-4.8	26.0	-4.4	3.0	-2.8	-17.7
COc1ccc(NC(=S)N2CCC(NC(=O)c3ccc(F)cc3)CC2)cc1	3.4	28.8	0.1	-2.9	17.2	-5.1	-0.6	-0.2	1.9
Cc1noc(C)c1S(=O)(=O)Nc1ccc(C(=O)N2CCN(c3cccc(Cl)c3)CC2)cc1	-1.3	-34.5	-6.2	-7.8	10.7	6.3	1.3	-4.1	-7.9
O=C(Nc1cccc2ccccc12)N1N=CCC1c1ccccc1 (stereo not drawn)	10.0	-2.1	-1.4	-1.9	-41.1	1.3	1.9	-2.2	-4.3
CC(=O)Nc1ccc(N(C(=O)c2cnccn2)C(C(=O)NC2CCCCC2)c2ccc(O)cc2)cc1 (stereo not drawn)	-1.1	-0.2	-11.3	-8.4	6.1	4.3	7.4	-3.7	-8.8
CC(C)CCN1CCN=C1Nc1ccccc1	-3.9	-11.1	-9.4	-1.8	6.1	13.7	0.5	-1.3	-16.2
CCS(=O)(=O)Nc1cccc(C2=NN(S(=O)(=O)CC)C(c3cccs3)C2)c1 (stereo not drawn)	4.4	2.9	-7.0	3.0	11.0	2.1	-7.5	-1.1	-5.9
Cc1ccc(Oc2ccccc2)c(NC=O)c1	0.2	2.2	2.4	-2.9	15.5	3.9	0.6	-3.2	-14.6

An excerpt of these results, in markdown.
| Molecule | UBC13 inh | PfG6PD inh | SENP8 block-1 | HKDC1 inhibitor | SENP8 block-2 | SENP7 block | SENP1 FRET inh | beta cell repl | SENP6 inh |
| --- | --- | --- | --- | --- | --- | --- | --- | --- | --- |
| CC(C)CCN1CCN=C1Nc1ccccc1 | -3.9 | -11.1 | -9.4 | -1.8 | 6.1 | 13.7 | 0.5 | -1.3 | -16.2 |
| CCS(=O)(=O)Nc1cccc(C2=NN(S(=O)(=O)CC)C(c3cccs3)C2)c1 (stereo not drawn) | 4.4 | 2.9 | -7.0 | 3.0 | 11.0 | 2.1 | -7.5 | -1.1 | -5.9 |

High-throughput results (PubChem)
